Assay outcomes (PubChem BioAssay)
TRHR PAM: qHTS for Small Molecule Agonists and Allosteric Enhancers of Human TRH Receptor: Primary Screen for Enhancers; AID 493056, 2011; enhancement, % at 2 µM; TRHR cells, fluo-8 calcium fluorescence, EC20 TRH enhancement; 360,000 compounds, 0.66% hits; in the data active means enhancement above about 30%; further: 0% is about no effect
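Enhancer read-out: after compound pinning and an initial kinetic agonist-mode read, an EC20 of TRH (10 nM final) was injected and fluo-8 calcium signal (Ex 480/Em 530) followed at 1 s/cycle for 100 cycles in TRHR-expressing cells.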
D2 ag: HTS Assay for Allosteric Agonists of the Human D2 Dopamine Receptor: Primary Screen for Agonists | D(2) dopamine receptor (Homo sapiens), P14416 | activation, % at 2 µM | HEK293 T-REx D2 cells, calcium flux agonist mode | 340,000 compounds, 0.53% hits;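 active means activation over 3 SD above normal in the single-dose calcium agonist read, cut at about 30% in these data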; further: 0% is about no effect
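In this primary screen, compounds producing a positive calcium signal within 180 s of addition to tetracycline-induced, force-coupled HEK293 Trex D2 cells are flagged; cells are dye-loaded with a no-wash calcium kit beforehand.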
PI4K2A inh: qHTS for small molecular inhibitors of PI4K2A | Phosphatidylinositol 4-kinase type 2-alpha (Homo sapiens), Q9BTU6 | AID 1346378, 2018 | activity change, negative = inhibition, % at 76.9 µM | purified PI4K2A, ADP-Glo luminescence, 1 h; hits give low values | 420,000 compounds, 0.13% hits; in the data active means activity change below about -50%; inconclusive means mostly about -30% to -49%;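 further: -100% = wells without enzyme as full effect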
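Compounds are screened against recombinant PI4K2A using PI as substrate and ATP, the latter dispensed at 300 microM. Reactions run one hour at ambient temperature before ADP-Glo detection; full inhibition defined by wells lacking enzyme.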
TrxR1 substrate: qHTS Assay for Substrates of Mammalian Selenoprotein Thioredoxin Reductase 1 (TrxR1): qHTS. Potency, µM (highest dose often 114 µM), for the others: at the top dose activity change, negative = substrate turnover. AID 588456, 2011. 390,000 compounds, 0.01% hits. purified TrxR1 substrate turnover, NADPH consumption readout. Thioredoxin reductase 1, cytoplasmic (Rattus norvegicus), O89049; further: potency means the concentration at half of the fitted maximal effect; on the % scale 0 is the no-effect control and ±100 the full control effect; nearly all actives have a fitted effect of over 50% in size
Target sequence (O89049 whole entry, looked up): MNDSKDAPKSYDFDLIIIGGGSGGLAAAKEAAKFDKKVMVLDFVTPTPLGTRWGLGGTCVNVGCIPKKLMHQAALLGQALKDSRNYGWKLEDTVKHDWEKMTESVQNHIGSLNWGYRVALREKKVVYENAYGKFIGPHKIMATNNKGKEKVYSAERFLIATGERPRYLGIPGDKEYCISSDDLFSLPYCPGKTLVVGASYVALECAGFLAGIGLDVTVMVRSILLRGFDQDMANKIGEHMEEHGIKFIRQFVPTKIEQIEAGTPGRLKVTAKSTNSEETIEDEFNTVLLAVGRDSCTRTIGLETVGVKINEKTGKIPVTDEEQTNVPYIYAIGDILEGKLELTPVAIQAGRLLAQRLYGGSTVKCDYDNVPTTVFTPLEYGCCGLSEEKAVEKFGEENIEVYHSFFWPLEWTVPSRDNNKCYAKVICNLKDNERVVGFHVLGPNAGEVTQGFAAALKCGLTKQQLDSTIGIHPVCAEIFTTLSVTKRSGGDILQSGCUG
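Rat TrxR1, dispensed at 90 nM, was prereduced with 400 uM NADPH (final) for 5 min at ~22 deg C, then incubated with compound 15 min before 400 uM selenite. A first-read NADPH fluorescence drop versus no-compound background flagged substrates.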
rTrxR1 inhibitor: qHTS Assay for Inhibitors of Mammalian Selenoprotein Thioredoxin Reductase 1 (TrxR1): qHTS. Thioredoxin reductase 1, cytoplasmic (Rattus norvegicus), O89049. recombinant rTrxR1, NADPH fluorescence consumption, selenite substrate. Potency, µM (doses to about 114 µM), without a hit: top-dose activity change, negative = inhibition, most hits filed as inhibitors. 390,000 compounds, 1% hits. AID 588453, 2011; further: potency means the concentration at half of the fitted maximal effect; on the % scale 0 is the no-effect control and ±100 the full control effect; nearly all actives have a fitted effect of over 65% in size
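Rat TrxR1 (90 nM in the dispensed reagent) was pre-reduced with 400 uM NADPH for 5 min at room temperature, then incubated with compound for 15 min. After 400 uM selenite was added, NADPH fluorescence (Ex 340/Em 450 nm) was followed for 8 min.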
TRHR agonist: qHTS for Small Molecule Agonists and Allosteric Enhancers of Human TRH Receptor: Primary Screen for Agonists; 360,000 compounds, 0.18% hits; Thyrotropin-releasing hormone receptor (Homo sapiens), P34981; activation, % at 2 µM; TRHR cells, calcium flux fluo-8, FDSS agonist mode; in the data active means activation above about 30%; further: 0% is about no effect
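Fluo-8-loaded TRHR cells; 10 s baseline, compound added, kinetic Ca2+ fluorescence read 1/s, agonist mode.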
IDH1 R132H inh: qHTS for Inhibitors of mutant isocitrate dehydrogenase 1 (IDH1): qHTS. Isocitrate dehydrogenase [NADP] cytoplasmic (Homo sapiens), O75874. IDH1-R132H enzyme, NADPH consumption, diaphorase/resazurin fluorescence. Potency, µM (doses to about 76.6 µM), for the others: at the top dose activity change, negative = inhibition, usual class: inhibitors. 390,000 compounds, 0.093% hits. AID 602179, 2012; further: potency means the concentration at half of the fitted maximal effect; on the % scale 0 is the no-effect control and ±100 the full control effect; nearly all actives have a fitted effect of over 65% in size
Target sequence (O75874 whole entry R132H, stated change not applied): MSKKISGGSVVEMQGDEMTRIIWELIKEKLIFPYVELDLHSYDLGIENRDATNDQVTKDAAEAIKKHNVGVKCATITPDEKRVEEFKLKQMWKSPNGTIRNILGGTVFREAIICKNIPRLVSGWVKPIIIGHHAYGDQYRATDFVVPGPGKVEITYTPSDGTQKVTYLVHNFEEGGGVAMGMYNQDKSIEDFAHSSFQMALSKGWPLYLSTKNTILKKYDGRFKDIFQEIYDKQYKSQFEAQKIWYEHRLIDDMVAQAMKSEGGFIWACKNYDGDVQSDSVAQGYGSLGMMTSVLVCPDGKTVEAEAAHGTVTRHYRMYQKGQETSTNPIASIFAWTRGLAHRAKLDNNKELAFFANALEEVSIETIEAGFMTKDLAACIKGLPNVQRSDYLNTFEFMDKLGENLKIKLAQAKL
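IDH1-R132H (0.5 ug/mL) preincubated 30 min with compound, then NADPH (0.016 mM) and alpha-KG (2 mM) added; 80 min at RT, pH 7.5. Remaining NADPH coupled via diaphorase/resazurin to fluorescence (540/590 nm); concentration-response curves normalized to no-enzyme control.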
USP1 inh: Inhibitors of USP1/UAF1: Primary Screen | Ubiquitin carboxyl-terminal hydrolase 1 (Homo sapiens), O94782 | AID 743255, 2014 | Potency, µM (doses to about 57.1 µM), without a hit: top-dose activity change, negative = inhibition, hits mostly inhibitors | 390,000 compounds, 0.23% hits | recombinant USP1/UAF1, Ub-Rhodamine cleavage fluorescence; further: potency means the concentration at half of the fitted maximal effect; on the % scale 0 is the no-effect control and ±100 the full control effect; nearly all actives have a fitted effect of over 60% in size; inactives centre near -12
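High-throughput fluorogenic screen: 1nM USP1/UAF1 complex, Ub-Rho substrate 150nM final, 50mM HEPES pH 7.8 with 0.5mM EDTA, 0.1 mg/ml BSA, 1mM TCEP and 0.01% Tween-20.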
D2 antagonist: HTS Assay for Allosteric Antagonists of the Human D2 Dopamine Receptor: Primary Screen for Antagonists. D(2) dopamine receptor (Homo sapiens), P14416. AID 485344, 2010. 340,000 compounds, 2% hits. HEK293 TREx D2 cells, calcium flux, dopamine EC80. inhibition, % at 10 µM; in the data active means inhibition above about 30%; further: 0% is about no effect
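Dopamine at EC80 is the agonist stimulus; test compounds precede it by 180 s. Calcium flux read kinetically in a force-coupled, inducible HEK293 T-REx D2 cell line.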
Starred values were filed as active, the others as inactive; u = inconclusive; x = no result given; & = joins results of further samples; [ ] = dose if it differs, or a comment. Unless noted, the call rests on the fitted dose curve; in most records, active means well fitted inhibition curve with a large enough effect; inconclusive means small, poorly fitted or top-dose-only effect; inactive means no such curve, though single readings can be large or run the other way.

SMILES | TRHR PAM | D2 ag | PI4K2A inh | TrxR1 substrate | rTrxR1 inhibitor | TRHR agonist | IDH1 R132H inh | USP1 inh | D2 antagonist
COc1ccc(/C=N/N2CCN(c3ccccc3OC)CC2)cc1Br | -11 | 1.9 | -6 | 3% | 21% | -0.4 | 5% | -5% | -11
Cn1c(N/N=C2\CCCc3ccccc32)nc2c1c(=O)n(Cc1ccccc1)c(=O)n2C | -6 | -0.8 | -1 | 41%[activator] | 34% | -0.2 | 4% | -21% | 10
CC(C)c1ccccc1NC(=S)NC(C)c1ccccc1 (stereo unspecified) | 3 | -0.4 | 1 | 5%[57.1 µM] | -1%[57.1 µM] | -0.4 | 6% | -4% | 2
CCOC(=O)CSC1=C(C#N)C(c2ccccc2C)C2=C(CCCC2=O)N1 (stereo unspecified) | 16 | -0.4 | -7 | 9% | -11% | -0.9 | -2% | -14% | -6
COc1cccc(NC(=O)Cc2ccc(NC(=O)N3CCCCc4ccccc43)cc2)c1 | -2 | -0.9 | 0 | 3%[57.1 µM] | 18%[57.1 µM] | 0.8 | 0% | -5% | x
CCc1ccc(NC(=O)c2ccc(F)c(S(=O)(=O)NCc3ccc(Cl)c(Cl)c3)c2)cc1 | 0 | 0.4 | 8 | -10%[57.1 µM] | -5%[57.1 µM] | 1.4 | -3% | -21% | x
C=CCn1cc(C(=O)N2CCN(C)CC2)c(=O)c2cc(S(=O)(=O)N3CCCC3)ccc21 | -3 | 1.3 | 8 | 5%[57.1 µM] | 15%[57.1 µM] | 0.1 | 9% | -8% | -9
CCOC(=O)CS(=O)(=O)c1ccc2ccccc2c1 | 15 | 0.1 | -1 | -7% | -1%[57.1 µM] | -0.1 | -1% | -22% | -20
CCOC(=O)c1[nH]c(C)c(C(=O)OCc2ccccc2F)c1C | 6 | -0.5 | -5 | 7%[57.1 µM] | 27%[57.1 µM] | 0.0 | 1% | -5% | 2
Cc1ccc(S(=O)(=O)CCC(=O)Nc2ccccc2Cl)cc1 | 2 | -0.6 | 0 | 2% | 9% | -0.5 | 1% | -15% | 14
O=C(CN1CCN(Cc2ccc(Cl)cc2)CC1)N/N=C/c1ccccc1F | 3 | 1.6 | 0 | 1% | 14% | 0.8 | -1% | -20% | -24
Cn1ncc(Cl)c1C(=O)N/N=C/c1ccccn1 | 27 | 0.1 | 1 | 2% | 1% | 0.0 | -2% | -14% | -6
O=C(CSC1=Nc2ccccc2N=C(c2ccc(F)cc2)C1)NCc1ccc(F)cc1 | 3 | 0.7 | 0 | -9%[57.1 µM] | -11%[57.1 µM] | 1.0 | 11% | -24% | x
Cc1ccccc1OCC(=O)NCC(=O)OCC(=O)c1ccc2ccccc2c1 | -5 | 0.2 | -1 | -5%&-5% | 10%&11% | 1.1 | 4% | -26% | -5
CCC(C)NC(=O)CN(c1cc(C)ccc1OC)S(C)(=O)=O (stereo unspecified) | 1 | -1.2 | 1 | 9% | 13% | -0.6 | -1% | -18% | -15
COc1ccccc1NC(=O)NC1(C(=O)N2CCN(C)CC2)CCCCC1 | 0 | 0.2 | -4 | u | 10% | 2.1 | -7% | -26% | 17
Cc1ccc(Cl)cc1N1CCN(S(=O)(=O)c2c(C(=O)N3CCOCC3)c(C)n(C)c2C)CC1 | -3 | 0.4 | 5 | 2% | 8% | -1.5 | 4% | -10% | 38*
Cc1ccc(C)c(OCC(=O)NCC2COc3ccccc3O2)c1 (stereo unspecified) | 9 | 0.3 | 0 | 2% | 12% | 0.2 | -6% | -12% | -5
NC(=O)c1cc([N+](=O)[O-])ccc1NCc1ccc(N)cc1 | 0 | 0.9 | 14 | -4% | 10% | -0.2 | 0% | u | -3
COc1ccc(CCN(C(=O)c2cccc(F)c2)C2CC(=O)N(c3ccccc3)C2=O)cc1 (stereo unspecified) | -3 | -0.2 | -7 | 10%[57.1 µM] | 15%[57.1 µM] | -1.9 | 3% | -26% | 1
O=C(NC(N1CCCCCC1)C(Cl)(Cl)Cl)c1ccccc1Cl (stereo unspecified) | 7 | x | 7 | -7% | u | -0.1 | 2% | -16% | x
COc1ccc(C(=O)N/N=C/c2ccc(N3CCOCC3)o2)cc1OC | -2 | 1.3 | 0 | -10% | 28µM* | -1.1 | -3% | -14% | 11
CC(C)(C)c1ccc(OCCCC(=O)N2CCOCC2)cc1 | 16 | -1.4 | 2 | -1% | 18% | -0.3 | -2% | -16% | -19
CCOC(=O)/C=C1\SCC(=O)N1CC(=O)Nc1ccc(C(C)C)cc1 | 20 | 0.7 | 8 | -8% | 2% | -0.1 | 9% | -3% | 14
Cc1cccc(NC(=O)CSc2nnc(C3CC3)n2CC2CCCO2)c1C (stereo unspecified) | -7 | -1.1 | 5 | 10%[0.0914 µM] | 25%[57.1 µM] | 0.2 | 10% | -7% | -4

Quoted from the listing:
Reading for CCOC(=O)c1[nH]c(C)c(C(=O)OCc2ccccc2F)c1C under TRHR PAM: 6
Reading for COc1ccc(/C=N/N2CCN(c3ccccc3OC)CC2)cc1Br under TRHR agonist: -0.4

The list continues.
SMILES | TRHR PAM | D2 ag | PI4K2A inh | TrxR1 substrate | rTrxR1 inhibitor | TRHR agonist | IDH1 R132H inh | USP1 inh | D2 antagonist
CCN(CC)C(=O)c1sc2c(c1C)c(=O)n(-c1ccccc1)c(=O)n2CC(=O)Nc1ccc(C)cc1C | -1 | 0.2 | 3 | -2%[57.1 µM] | 12%[57.1 µM] | -0.2 | -7% | -8% | x
COCCCn1c(SCc2cccc(Cl)c2)nc2c(sc3ccccc32)c1=O | -4 | -1.6 | 5 | -1%[57.1 µM] | 18%[57.1 µM] | 1.5 | -7% | -19% | x
O=C(Cn1c(=O)n(-c2ccc(F)cc2)c(=O)c2sc3ccccc3c21)N1CCCC1 | -4 | x | 3 | 133%[activator] | 10% | -0.4 | -11% | -23% | x
Cc1cc(-c2nn(-c3ccccc3F)cc2CN2CCCC(C(N)=O)C2)c(C)s1 (stereo unspecified) | 2 | 0.1 | 6 | -1% | 17% | 0.1 | 4% | -10% | 0
CC1CN(C(=O)c2ccccc2OCc2ccc(Cl)cc2Cl)CC(C)O1 (stereo unspecified) | 4 | -0.2 | 1 | -7% | 0% | 1.3 | 9% | -22% | -15
O=C(CC1C(=O)NCCN1Cc1ccc(Cl)c(F)c1)NC1CCCCC1 (stereo unspecified) | -3 | -0.3 | -1 | 8% | u | -0.2 | 6% | -23% | 0
Cc1cc(C(=O)Nc2ccc3c(c2)CCC3)ccc1[N+](=O)[O-] | x | x | 8 | 7% | 29% | x | 7% | -20% | x
CCCn1c(SCC(=O)NC2CC2)nnc1-c1ccccn1 | 1 | -0.2 | -3 | -9% | -1% | 0.3 | 7% | -4% | -2
COc1ccc2c(CNCCc3ccco3)c(C(=O)O)n(Cc3ccc(C)cc3)c2c1 | -4 | 0.5 | 1 | 1% | 7% | 0.2 | -4% | -27% | x
Cc1cc(C)cc(N(C(=O)c2sc(C)nc2C)C(C(=O)NC(C)(C)C)c2ccncc2)c1 (stereo unspecified) | 0 | 0.2 | -2 | -2% | 13% | -0.2 | -9% | -10% | 2
COc1ccc(NC(=O)/C(C#N)=C\c2ccc(N3CCOCC3)o2)cc1 | 1 | 42* | 1 | -9%[57.1 µM] | -21%[57.1 µM] | 75* | -1% | u | 13
CCC(C)[C@H]1CNC(=S)N1CCc1cc(C(F)(F)F)cc(C(F)(F)F)c1 (stereo partly specified) | -9 | 1.2 | -2 | -16% | -2% | -0.4 | 12% | u | -14
O=C(Nc1nc(-c2ccc3c(c2)Cc2ccccc2-3)cs1)c1ccccc1 | 7 | -1.9 | -2 | 13%[57.1 µM] | 9%[11.4 µM] | -0.7 | 4% | -8% | -13
OCCC1CN(Cc2cccc(F)c2F)CCN1CCc1ccccc1 (stereo unspecified) | -2 | 0.2 | -2 | 5% | 16% | 0.6 | 5% | -24% | 1
COc1ccccc1NC(=O)Cn1c(CCC(=O)O)ccc1-c1ccc(C)cc1 | -3 | -1.2 | 0 | 2%[57.1 µM] | 4%[57.1 µM] | -1.9 | -2% | -20% | -7
Cn1ccnc1SC(C(=O)O)c1ccccc1 (stereo unspecified) | 1 | 1.3 | 2 | 2% | 42%[2.29 µM] | 0.5 | -4% | 1% | -14
Cc1cc(Nc2cccc(Cl)c2)nc2ccc(NC(=O)c3ccc(F)cc3Cl)cc12 | 5 | 0.6 | -3 | 3% | 6% | 0.1 | 5% | -23% | x
COC(=O)C1=NNC2(C)C(=O)N(c3ccc(C)cc3)C(=O)C12 (stereo unspecified) | -2 | -0.1 | -3 | 3% | 25% | -0.5 | 7% | -3% | 17

With a hit mark in TRHR agonist, of those listed so far:
molecule | TRHR PAM | PI4K2A inh | TrxR1 substrate | rTrxR1 inhibitor | TRHR agonist | USP1 inh | D2 antagonist
COc1ccc(NC(=O)/C(C#N)=C\c2ccc(N3CCOCC3)o2)cc1 | 1 | 1 | -9%[57.1 µM] | -21%[57.1 µM] | 75* | u | 13

Rows were taken by chance, and some 3.9% of all compounds hit somewhere here.
